ASAP1 GAP inh: inhibitors of human ASAP1 ArfGAP activity, primary screen, biochemical, fluorescence polarization; ASAP1-stimulated ARF1 GTP hydrolysis, GDP FP detection; actives 0.19% (n = 360,000); inhibition, % at 16.5 µM; AID 624377, 2012; Arf-GAP with SH3 domain, ANK repeat and PH domain-containing protein 1 (Homo sapiens), …; in the data active = inhibition above about 25%;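 also: 0% = vehicle with enzyme and substrate and 100% = no enzyme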
Target sequence (Q9ULH1 325-724 limits assumed): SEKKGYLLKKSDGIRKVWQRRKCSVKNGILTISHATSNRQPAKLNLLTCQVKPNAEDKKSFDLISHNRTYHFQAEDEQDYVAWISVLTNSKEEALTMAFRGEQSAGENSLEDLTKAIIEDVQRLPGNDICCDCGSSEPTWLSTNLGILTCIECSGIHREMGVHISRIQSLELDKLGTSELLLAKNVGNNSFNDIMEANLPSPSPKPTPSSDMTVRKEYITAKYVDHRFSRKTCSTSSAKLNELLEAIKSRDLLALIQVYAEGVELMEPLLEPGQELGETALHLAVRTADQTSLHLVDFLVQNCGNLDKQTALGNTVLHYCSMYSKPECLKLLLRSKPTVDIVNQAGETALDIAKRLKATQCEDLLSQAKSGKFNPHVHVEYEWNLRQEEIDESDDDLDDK
MBD2 inh: inhibitors of MBD2 binding to methylated DNA, primary screen, biochemical, TR-FRET, DNA-binding domain, human. Methyl-CpG-binding domain protein 2 (Homo sapiens), Q9UBB5. MBD2 binding to methylated oligonucleotide. inhibition, % at 4.4 µM. actives 0.31% (n = 370,000); in the data active = inhibition above about 13%
Target sequence (Q9UBB5 whole entry, looked up, the tested form may be a part): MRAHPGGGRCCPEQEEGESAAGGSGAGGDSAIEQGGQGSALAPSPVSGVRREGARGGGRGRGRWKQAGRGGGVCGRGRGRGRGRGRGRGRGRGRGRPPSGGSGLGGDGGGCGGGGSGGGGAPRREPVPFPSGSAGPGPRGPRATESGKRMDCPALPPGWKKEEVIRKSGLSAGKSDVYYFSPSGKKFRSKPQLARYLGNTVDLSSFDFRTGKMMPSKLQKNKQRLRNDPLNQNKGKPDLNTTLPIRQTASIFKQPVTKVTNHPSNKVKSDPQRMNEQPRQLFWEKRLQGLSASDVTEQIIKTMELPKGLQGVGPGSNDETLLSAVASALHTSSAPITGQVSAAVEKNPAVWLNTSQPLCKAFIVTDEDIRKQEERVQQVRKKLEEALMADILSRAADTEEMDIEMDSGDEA
proKLK7 act: proKLK7 zymogen activators, primary screen, biochemical, fluorescence intensity; actives 0.9% (n = 370,000); Kallikrein-7 (Homo sapiens), P49862; activation, % at 7 µM; purified proKLK7, EDANS-DABCYL substrate fluorescence; 100% is mature enzyme control, 0% vehicle; AID 652039, 2013;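 active = activation above the mean of all tested compounds plus 3 SD, computed per campaign excluding outliers beyond control limits, cut at about 13% in these data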
Target sequence (P49862 whole entry, looked up): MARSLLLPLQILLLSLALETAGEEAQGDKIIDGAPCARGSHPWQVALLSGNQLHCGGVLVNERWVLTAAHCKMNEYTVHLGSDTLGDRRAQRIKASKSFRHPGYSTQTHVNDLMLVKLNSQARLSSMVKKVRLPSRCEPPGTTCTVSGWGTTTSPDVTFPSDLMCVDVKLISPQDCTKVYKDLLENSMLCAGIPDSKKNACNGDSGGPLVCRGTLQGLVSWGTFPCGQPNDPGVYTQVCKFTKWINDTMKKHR
Tn7 DDE FP: inhibitors of Tn7 peptide binding to fibrin DD(E), primary screen, biochemical, fluorescence polarization, human fibrin, Tn7 probe; Fibrinogen beta chain (Homo sapiens), P02675; FP displacement of FITC-Tn7 peptide from fibrin DD(E); 0% = median of compound wells per plate; actives 0.13% (n = 370,000); inhibition, % at 8.3 µM;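 active = inhibition above the mean of compounds falling within the control limits plus 3 SD of them, cut at about 14% in these data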;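 also: 0% = plate median of compound wells and 100% = 10 µM Aha-Tn7 peptide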
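assay system = human clot-derived fibrin DD(E) complex | quantity = Fibrin-DD(E) at 2 µM final | timing = 10 min preincubation, 3 h with tracer, room temperature | signal = fluorescence polarization | measure = percent inhibition | benchmarks = high control wells with 10 µM unlabelled Aha-Tn7 peptide (full inhibition) | replicates = singlicate testing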
PLC-beta3 inh: human PLC-beta3 inhibitors, primary screen, biochemical, fluorescence | AID 720704, 2013 | inhibition, % at 12.2 µM | actives 0.18% (n = 370,000) | Purified PLC-beta3, fluorogenic substrate | 1-phosphatidylinositol 4,5-bisphosphate phosphodiesterase beta-3 (Homo sapiens), Q01970; in the data active = inhibition above about 11%;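 also: 0% = median of compound wells on plate and 100% = full blocker control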
ARFGAP1 inhibitor: inhibitors of rat ARFGAP1 GAP activity, primary screen, biochemical, fluorescence polarization, GDP tracer | ADP-ribosylation factor GTPase-activating protein 1 (Rattus norvegicus), Q62848 | Arfgap1-stimulated ARF1 GTP hydrolysis, GDP FP detection | inhibition, % at 16.5 µM | actives 0.26% (n = 360,000) | AID 651572, 2012;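 active = inhibition above a per-plate limit, mean inhibition of low control wells plus 3 SD, cut at about 25% in these data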;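 also: 0% = DMSO wells with enzyme and 100% = wells lacking Arfgap1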
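Material: truncated rat Arfgap1 GAP domain; Incubation: compound-enzyme preincubation 20 min, reaction 120 min, detection 60 min, 25 °C; Read-out: percent inhibition of Arfgap1-stimulated GTP hydrolysis; Technique: FP, GDP Alexa 633 tracer displaced from anti-GDP antibody, 620/688 nm; Controls: No-Arfgap1 wells (100%) versus DMSO full-reaction wells (0%); Replication: single well per compound.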
Tn6 DDE FP: inhibitors of Tn6 peptide binding to fibrin DD(E), primary screen, biochemical, fluorescence polarization, human fibrin, Tn6 probe; AID 720509, 2013; Fibrinogen beta chain (Homo sapiens), P02675; actives 0.21% (n = 370,000); inhibition, % at 8.3 µM; Fibrin DD(E) TRITC-Tn6 fluorescence polarization displacement;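 active = inhibition above a per-campaign cutoff: mean of compounds within control limits plus 3 SD, cut at about 15% in these data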;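 also: 0% = median of all compound wells on the plate and 100% = blocking peptide control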
ADAM17 inh: ADAM17 inhibitors, primary screen, biochemical, QFRET; actives 0.83% (n = 370,000); recombinant ADAM17, EDANS/DABCYL FRET peptide cleavage; AID 720648, 2013; inhibition, % at 6.95 µM; Disintegrin and metalloproteinase domain-containing protein 17 (Homo sapiens), P78536;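 active = inhibition above the mean of compounds lying between control limits plus 3 SD, set per campaign, cut at about 8.5% in these data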;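 also: 0% = DMSO-only wells as the low control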
PLC-gamma1 inh: PLC-gamma1 enzyme inhibitors, primary screen, biochemical, fluorescence, purified enzyme. 1-phosphatidylinositol 4,5-bisphosphate phosphodiesterase gamma-1 (Homo sapiens), P19174. fluorogenic substrate. inhibition, % at 12.2 µM. actives 0.84% (n = 370,000); in the data active = inhibition above about 9.5%
UHRF1 MBD2 ctr: UHRF1 methylated DNA binding inhibitors, primary screen, counter-screen for MBD2 inhibitor project, biochemical, TR-FRET, human UHRF1, single concentration. inhibition, % at 4.4 µM. actives 0.75% (n = 370,000). E3 ubiquitin-protein ligase UHRF1 (Homo sapiens), Q96T88. UHRF1 binding to methylated oligo. AID 687016, 2013; in the data active = inhibition above about 21%;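 also: UHRF1 SRA domain binding a hemimethylated CpG hairpin DNA probe; 0% = median of test compound wells and 100% = reference inhibitor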
* hit, by the source's call; / = not tested or not shown.

SMILES	ASAP1 GAP inh	MBD2 inh	proKLK7 act	Tn7 DDE FP	PLC-beta3 inh	ARFGAP1 inhibitor	Tn6 DDE FP	ADAM17 inh	PLC-gamma1 inh	UHRF1 MBD2 ctr
O=C(NCc1n[nH]c(=S)n1-c1ccc(F)cc1)c1ccc(S(=O)(=O)N2CCOCC2)cc1	-8	-5	-0.2	1	3	-5	-3	-4	1	-3
C[C@H](CO)N1C[C@H](C)[C@@H](CN(C)S(=O)(=O)c2ccc(F)cc2)Oc2c(NC(=O)CCC(F)(F)F)cccc2C1=O	-8	-7	0.4	0	6	-7	2	1	2	-5
O=C(Nc1ncc2c(n1)-c1ccccc1OC2)c1cccc([N+](=O)[O-])c1	7	-3	2.0	-5	-7	-1	-1	-18	-3	-1
COc1cccc(C2CC(c3ccccc3)Nc3nc(N)nn32)c1 (stereo unspecified)	-6	0	1.0	4	-33	2	3	-20	-25	2
CC(C)NC(=O)Nc1ccc2c(c1)C(=O)N([C@H](C)CO)C[C@@H](C)[C@@H](CN(C)C(=O)NC1CCCCC1)O2	4	-4	-0.3	4	-2	3	-2	-4	-1	-3
CCOC(=O)C(C#N)=CN1CCN(C(=O)CCCl)c2ccccc21	8	2	0.3	3	1	-12	5	-3	0	-1
O=C(COC(=O)CCC1CCCC1)Nc1ccccc1OC(F)F	-6	-2	-0.1	-2	-2	-3	4	1	1	15
Cc1ccc(C(=O)NCCCNC(=O)c2ccc(Cl)cc2)cn1	-6	-4	0.2	0	5	-10	5	-1	-4	1
COc1ccccc1OCC(=O)Nc1nc2c(s1)CCCC2	-12	5	0.2	-5	-11	8	1	-2	2	-2
COc1ccccc1NC(=O)C[n+]1ccccc1C	-9	-2	-0.3	-2	-6	-4	11	-1	-1	2
CCOC(=O)C1CCN(c2c(NCCN3CCCCC3C)c(=O)c2=O)CC1 (stereo unspecified)	5	3	0.0	6	1	11	6	-2	3	0
Cc1cccc(C)c1-n1nnnc1C1c2ccccc2C(=O)N1C1CC1 (stereo unspecified)	-13	3	-0.2	6	0	1	-6	-6	1	2
Cc1cc(=O)oc2c1ccc1ccccc12	3	-11	-3.8	-3	-172	-4	4	-269	-113	-15
O=C(Nc1ccnn1C1CCN(Cc2ccn[nH]2)CC1)c1ccccc1	3	-1	0.1	-4	-10	11	1	-6	2	-6
O=C(N/N=C/c1cccs1)C(O)c1ccccc1 (stereo unspecified)	-15	-2	0.0	-4	-3	-6	11	-1	3	-3
C=CCn1c(=S)[nH]c2cc(-c3ccccc3)sc2c1=O	6	6	0.3	4	-4	3	-4	-2	1	-1
Clc1ccc(NC2=NCCC2)cc1Cl	-4	1	-0.6	10	1	2	8	-6	3	1
C[C@H](c1ccccc1)N1C[C@@H](COCc2ccccc2)Oc2cccc(N3CCCCC3)c2S1(=O)=O	-1	2	-0.7	10	1	8	2	-3	-2	-1
COC(=O)c1[nH]c2cccc(OC)c2c1NC(=O)C(C)N1CCC(C)CC1 (stereo unspecified)	7	-1	4.5	4	-209	-4	4	-36	-141	-2
CCOC(=O)/C(=C\c1ccccc1)C(=O)CCN1CCOCC1	-17	-7	0.0	8	-1	1	5	-4	-3	-2
O=C(CN1C(=O)S/C(=C\c2ccc(C(=O)O)cc2)C1=O)Nc1ccccc1	-7	0	-0.3	-5	-3	4	7	-6	1	2
CCOC(=O)c1ccc(-c2ccc(/C=N/NC(=O)Cc3nnc(N)s3)o2)cc1	9	-5	-88	-2	-301	10	2	-96	-205	-7
Fc1cccc(NC(=S)N2CCN(c3ccccn3)CC2)c1	2	5	-0.4	3	-2	-3	-4	-4	3	6
Cc1cc(C)n2nc(C(=O)OCC(=O)Nc3ccc(C)c(S(=O)(=O)N4CCOCC4)c3)nc2n1	4	0	0.3	1	-1	-6	-3	0	5	-1

Next part (two carried over from the part before).
SMILES	ASAP1 GAP inh	MBD2 inh	proKLK7 act	Tn7 DDE FP	PLC-beta3 inh	ARFGAP1 inhibitor	Tn6 DDE FP	ADAM17 inh	PLC-gamma1 inh	UHRF1 MBD2 ctr
Fc1cccc(NC(=S)N2CCN(c3ccccn3)CC2)c1	2	5	-0.4	3	-2	-3	-4	-4	3	6
Cc1cc(C)n2nc(C(=O)OCC(=O)Nc3ccc(C)c(S(=O)(=O)N4CCOCC4)c3)nc2n1	4	0	0.3	1	-1	-6	-3	0	5	-1
COc1ccc(C(C)=O)cc1CSc1nnc(C)n1-c1ccccc1	-15	4	-0.2	6	1	-1	-1	-4	0	2
CCOc1cc2[nH]c(=S)n(CC3CCCN3CC)c(=O)c2cc1OCC (stereo unspecified)	-10	5	0.6	1	0	3	-4	-11	-1	4
COc1ccc(C(CCNCc2ccc(OC(C)C)cc2)C(C)C)cc1 (stereo unspecified)	9	6	-0.7	2	-5	-6	-11	-5	6	-1
O=C(C1CCCN(S(=O)(=O)c2ccc(Br)cc2)C1)N1CCOCC1 (stereo unspecified)	5	1	-0.6	3	-4	3	9	1	-2	0
CCCOc1ccc(C2NC(=O)CCC2[N+](=O)[O-])cc1 (stereo unspecified)	-7	-2	-0.3	6	-5	5	-2	-1	0	0
O=C1[C@@H]2Cc3c([nH]c4ccccc34)C(c3cccc(Br)c3)N2C(=O)CN1C1CCN(Cc2ccccc2)CC1 (stereo partly specified)	19	4	1.0	4	-8	7	3	5	2	-1
O=C(NCc1ccco1)c1cccs1	-7	-2	0.3	10	-2	-17	0	-5	-1	0
COC(=O)c1cc(=O)nc(NNC(C)=O)s1	4	2	-0.2	-1	-8	2	0	-1	-8	-1
COC(=O)Cn1c(CN(Cc2ccccc2)Cc2ccccc2)nc2c1c(=O)[nH]c(=O)n2C	5	2	0.5	10	0	6	4	-2	-1	2
COc1ccc(/C=N/N=C2/NC(=O)C(CC(=O)NC(N)=O)S2)cc1 (stereo unspecified)	0	1	0.0	-1	-6	-2	4	-3	2	5
CN(CC(=O)Nc1ccc(Cl)c(Cl)c1)C(=O)CN1C(=O)NC2(CCCC2)C1=O	4	-2	0.5	-1	3	2	0	-2	1	-2
O=C(Nc1ccc2c(c1)CCC2)c1cc(F)cc(F)c1	-2	-3	-0.3	1	-2	-5	3	0	2	0
N#Cc1ccccc1NC(=O)c1cccc(COc2ccc(Cl)cc2Cl)c1	9	-1	-0.2	-4	-2	14	-3	-1	4	-3
COc1c(C)cccc1C(=O)Nc1ccc(OCC(=O)N2CCOCC2)cc1C	-5	3	0.7	-4	-7	9	0	-4	5	4
Cc1ccc(-c2ccc(CN3C(C(C)C)C(=O)N(Cc4cn(Cc5ccco5)nn4)CCS3(=O)=O)cc2)cc1 (stereo unspecified)	-1	-2	0.0	2	-4	10	3	3	-3	-2
COc1ccc(CCN2CCC(CN3C(=S)NC[C@@H]3CC(C)C)CC2)cc1OC	0	-7	-0.3	0	2	3	3	1	1	-2
COC(=O)C1=C(CN2CCSCC2)NC(=O)NC1c1cc(C)ccc1C (stereo unspecified)	-16	2	0.1	-2	2	-9	-5	-2	2	1
COc1cccc(CN(C(=O)COc2ccc(C)cc2)C2CCS(=O)(=O)C2)c1 (stereo unspecified)	-6	-3	-0.2	-2	-6	-15	-10	-5	2	10
c1ccc(-c2cc3cc4c(cc3cn2)OCO4)cc1	2	-2	1.1	-5	-6	5	-6	-4	-4	-2
CC1(C(=O)NS(=O)(=O)c2cccc(C#N)c2)CCN1C(=O)CC1CCCCC1 (stereo unspecified)	-11	1	-0.9	1	-2	12	-1	-2	0	5
CC(=O)c1ccc(N2C(=O)[C@@H]3C(CCC(N)=O)NC4(C(=O)Nc5c4ccc(Cl)c5C)[C@@H]3C2=O)cc1 (stereo partly specified)	1	5	0.3	4	-4	-1	-1	-4	0	-1
OCC1CCCCN1C(=S)Nc1cccc(Cl)c1 (stereo unspecified)	-2	2	0.0	4	-7	-2	-4	-6	-1	1
CCOc1ccc(NS(=O)(=O)c2ccc(OCC(=O)NCc3ccncc3)cc2)cc1	6	-6	0.5	-2	-6	6	-4	-3	1	3
COc1cc(CNCCCN2CCOCC2)cc(Br)c1OCC(=O)N1CCCCC1	10	8	0.3	-1	3	12	-10	1	2	0
O=C(O)CSc1nc2ccc(Br)cc2[nH]1	-4	4	0.0	-6	2	13	1	-3	1	1
CCOC(=O)[C@@]12CN(C(=O)OC(C)(C)C)CC=C1N(Cc1ccc(OC)cc1)C(=O)[C@H]2CC(=O)NCc1ccc(C)o1	/	0	-0.2	6	-1	/	-2	2	1	0
Cn1c(=O)[nH]c(=O)c2c1nc(N1CCNCC1)n2CCOc1ccccc1	-7	2	-0.2	7	-1	-15	-1	-1	-1	2
COC(=O)c1ccc(CN2C(=O)C(Cc3ccccc3)ON=C2c2ncccc2C)o1 (stereo unspecified)	0	2	0.2	4	6	0	1	1	3	-1
O=C(CCN1CCCCC1)c1ccc2c(c1)OCO2	-7	-3	0.2	-1	2	4	0	1	3	1
O=C(Oc1ccc(Cl)c2cccnc12)N1CCOCC1	5	6	-0.3	1	-16	-2	-8	-8	-6	0
S=c1[nH]ncn2c1cc1oc3ccccc3c12	-1	-6	0.9	1	-2	-10	5	-2	-3	-4
O=C1CCC/C1=c1\s/c(=C\c2cccnc2)c(=O)n1-c1ccccc1	-7	-3	-0.2	-6	-2	2	-3	-3	-3	2
O=C(NCCCN1CCOCC1)C(=O)NCC1OCCN1S(=O)(=O)c1ccc(Br)cc1 (stereo unspecified)	-5	5	0.1	4	-12	-1	4	-4	-7	5
CN(C1CCCCC1)S(=O)(=O)Cc1ccccc1	-2	-2	-1.1	2	-13	2	7	-8	-12	1
CC1CCCC(C)N1CC(O)COCc1ccccc1F (stereo unspecified)	-11	-2	0.4	6	0	5	3	-1	0	-1
CCOC(=O)c1cc(C#N)c(SCC(=O)Nc2ccc(C(C)=O)cc2)[nH]c1=O	5	-5	-0.4	6	-121	1	3	-5	-68	-2
